Compound activity: PubChem, National Center for Advancing Translational Sciences (NCATS)
PTHR1 agonist = activates the human parathyroid hormone receptor PTHR1. Potency, µM (doses to about 115 µM), for the others: top-dose activation, actives largely listed as activators. HEK293 GP2 PTHR1 cells, GloSensor cAMP luminescence, 1 h. 410,000 compounds, 0.075% hits. Q03431; further: potency means the concentration at half of the fitted maximal effect; nearly all actives have a fitted effect of over 55% in size; some results filed as inactive show a strong effect at the top dose; inactives centre near -15; many of its hits are not listed in these tables
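HEK-293-derived GP2 cells expressing PTHR1 and a GloSensor cAMP reporter, 3,000/well, plated overnight, given luciferin plus IBMX (each 0.5 mM as added) for 1 h at 37 °C, then compound for 1 h at 37 °C. Luminescence was read after 15 min at room temperature.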
IL2 activator = activators of IL-2 | activation, % (series mostly up to about 46 µM) | 360,000 compounds, 0.065% hits | IL-2 activation reporter assay, cell-based qHTS; stimulated with anti-CD3/CD4/CD28 beads; in transgenic mouse T cells; in the data active means activation above about 50%; inconclusive means mostly about 30% to 49%; further: 0% is about no effect
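Unstimulated transgenic mouse T cells, 750 per well, received compound and, after 60 minutes, anti-CD3/anti-CD4 bead plus anti-CD28 stimulation. EGFP and DsRed were quantified after 18 hours.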
GLP-1R agonist = agonists of human GLP-1 receptor. 380,000 compounds, 0.007% hits. HEK293 GLP-1R CRE-luciferase, luminescence, 4-6 h; cells express a hypersensitive GLP-1R form. Potency, µM (top dose mostly 45.6 µM), for inactives: at the top dose activation, usual class: activators; further: potency means the concentration at half of the fitted maximal effect; % of control where 0% means no effect
GLP1R inv ag = inverse agonists of human GLP-1 receptor; AID 624417; HEK293 GLP-1R CRE-luciferase, luminescence, 24 h; GLP-1R form is constitutively active; P43220; 410,000 compounds, 1.6% hits; Potency, µM (titrated, usually from 38.3 µM), inactives show at the top dose activity change, negative = inhibition, actives largely listed as inhibitors; further: potency means the concentration at half of the fitted maximal effect; on the % scale 0 is the no-effect control and ±100 the full control effect; nearly all actives have a fitted effect of over 55% in size
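HEK293 cells stably co-expressing a cAMP-responsive luciferase reporter and constitutively active GLP-1R were seeded, incubated 12 h, then exposed to compounds for 24 h at 37 C. Luminescence was read 12 min after detection reagent; inverse agonists lower signal.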
PLK1 PBD inh = blocks phosphopeptide binding to human PLK1 polo-box domain; P53350; Plk1 PBD binding of FITC phosphopeptide, fluorescence polarization; Potency, µM, for the others: max response, negative = inhibition, hits mostly inhibitors; 360,000 compounds, 2.8% hits; AID 720504; further: potency means the concentration at half of the fitted maximal effect; series mostly up to about 57 µM; on the % scale 0 is the no-effect control and ±100 the full control effect; nearly all actives have a fitted effect of over 65% in size
PI5P4Ka inh = blocks human PI5P4K alpha kinase activity | P48426 | PI5P4Kalpha enzyme, ADP-Glo luminescence, 60 min; stronger effect = lower value | max response, % | 330,000 compounds, 1.2% hits | AID 652105; active means max response of -50% or lower; inconclusive means between -30% and -50%; inactive means -30% or higher; further: value at the top dose of about 77 µM; on the % scale 0 is the no-effect control and ±100 the full control effect
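Controls without substrate or without enzyme flank wells where PI5P4Kalpha converts substrate using 5 microM ATP (final). Incubation lasts 60 minutes at room temperature; ADP formed is read by ADP-Glo luminescence.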
EPAC1 agonist = EPAC1 (human) agonism. AID 720707. Potency, µM (doses to about 154 µM), for inactives: at the highest dose activation, hits mostly activators. O95398. EPAC1 agonist qHTS, biochemical assay; response scale: 100% = response to 6.5 mM cAMP. 360,000 compounds, 0.073% hits; further: potency means the concentration at half of the fitted maximal effect; nearly all actives have a fitted effect of over 60% in size
Target sequence (O95398 whole entry, looked up): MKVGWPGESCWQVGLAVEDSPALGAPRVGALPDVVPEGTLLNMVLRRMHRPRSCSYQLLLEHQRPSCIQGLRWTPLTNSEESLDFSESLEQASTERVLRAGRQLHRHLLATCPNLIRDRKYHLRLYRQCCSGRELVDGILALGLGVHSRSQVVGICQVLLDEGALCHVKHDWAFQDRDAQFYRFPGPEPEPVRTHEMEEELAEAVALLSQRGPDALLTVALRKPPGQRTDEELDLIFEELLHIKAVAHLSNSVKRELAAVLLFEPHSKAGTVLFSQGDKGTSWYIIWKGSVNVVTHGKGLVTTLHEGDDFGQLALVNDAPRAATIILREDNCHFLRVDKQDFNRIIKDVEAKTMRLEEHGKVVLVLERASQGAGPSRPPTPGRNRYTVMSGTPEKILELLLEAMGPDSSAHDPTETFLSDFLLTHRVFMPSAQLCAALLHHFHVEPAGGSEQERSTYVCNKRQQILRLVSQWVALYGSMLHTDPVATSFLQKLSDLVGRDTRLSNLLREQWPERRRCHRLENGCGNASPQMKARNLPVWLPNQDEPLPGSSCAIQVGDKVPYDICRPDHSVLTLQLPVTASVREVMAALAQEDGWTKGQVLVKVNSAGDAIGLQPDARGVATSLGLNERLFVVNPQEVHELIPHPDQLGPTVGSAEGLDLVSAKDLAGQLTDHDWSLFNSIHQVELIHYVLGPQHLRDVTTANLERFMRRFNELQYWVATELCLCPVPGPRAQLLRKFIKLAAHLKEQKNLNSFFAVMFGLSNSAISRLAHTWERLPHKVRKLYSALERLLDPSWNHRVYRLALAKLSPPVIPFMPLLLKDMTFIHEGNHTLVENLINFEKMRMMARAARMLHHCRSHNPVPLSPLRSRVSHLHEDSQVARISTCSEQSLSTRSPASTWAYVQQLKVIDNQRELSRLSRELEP
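Compounds were pinned as a concentration titration into mixtures of EPAC1 (100 nM), BODIPY-GDP-loaded Rap1B (250 nM) and GDP (50 uM). After 5 min at room temperature, fluorescence was followed for 30 min; activity was scaled to 6.5 mM cAMP.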
HEK293 tox = cytotoxic in the GLP-1 receptor inverse agonist counter-screen; Potency, µM (top dose mostly 38.3 µM), for the others: top-dose activity change, negative = inhibition, usual class: inhibitors; 410,000 compounds, 0.13% hits; HEK293 cAMP-luciferase reporter cells, luminescence, 24 h;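 further: loss of luciferase light is scored as toxicity; potency means the concentration at half of the fitted maximal effect; on the % scale 0 is the no-effect control and ±100 the full control effect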
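Quantitative HTS format, 1536 wells, 200 cells/uL seeded. Compounds: 23 nL, 24 h, 37 °C. Detection: luciferase reagent, luminescence at 12 min RT; decreased signal taken as cytotoxic.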
EPAC1 antag = antagonists of human EPAC1 | O95398 | AID 720709 | Potency, µM (doses to about 115 µM), without a hit: at the highest dose activity change, negative = inhibition, most hits filed as inhibitors | EPAC1 GEF assay, Rap1b-BODIPY-GDP exchange fluorescence | 360,000 compounds, 0.14% hits;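 further: potency means the concentration at half of the fitted maximal effect; plate controls were vehicle for no effect and positive control for full effect; nearly all actives have a fitted effect of over 50% in size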
* hit, by the source's call; i = inactive; ? = inconclusive; . = no result given; [ ] = another dose, or the depositor's remark. Unless noted, the call rests on the fitted dose curve; in most records, active means well fitted curve in the direction sought with a large enough effect; inconclusive means small, poorly fitted or top-dose-only effect, or another doubt; inactive means no such curve, though single readings can be large; an effect the other way counts as inactive or inconclusive. A portion of the library. The share of hits here may be higher or lower than overall.

SMILES	PTHR1 agonist	IL2 activator	GLP-1R agonist	GLP1R inv ag	PLK1 PBD inh	PI5P4Ka inh	EPAC1 agonist	HEK293 tox	EPAC1 antag
O=C(O)CCSc1nnc(-c2ccc3c(c2)OCO3)o1	-52%[inhibitor]	-3.1	3%	-1%	0%	-13	3%	-12%	6%
CC(=O)c1cccc(NC(=O)CCCOc2ccc(C)cc2)c1	-7%	-0.2	0%	10%	-29%	-5	4%	-4%	0%
O=C(OCC(=O)N1CCCc2ccccc21)c1ccccc1NCCO	i	-4.8	22%	?	1%	0	-2%	-17%	16%
CN1CCN(Cc2oc(CO)cc(=O)c2O)CC1	i	-2.1	-11%	5%	-12%	-6	-1%	9%	1%
COC(=O)C1C2C=CC3(CN(C(C)c4ccc(OC)cc4)C(=O)C13)O2 (stereo not given)	-2%[57.5 µM]	-2.1	0%	2%	-9%	6	1%	-9%	13%
CCC(C)N(C(=O)CSc1ncnc2sccc12)C1CCS(=O)(=O)C1 (stereo not given)	-29%	-0.2	-1%	1%	-1%	2	-3%	-3%	-24%
CCN([C@H](CO)C(C)C)S(=O)(=O)c1ccccc1Br	i	0.1	1%	-6%	?	-13	-10%	6%	-4%
CN(C)c1ccc(P(=O)(OCc2ccccc2)C(O)c2ccc(Cl)cc2)cc1 (stereo not given)	i	-0.5	4%	?	7%	-6	-6%	-7%	-13%
COc1nc(Cl)cn(-c2ccc(C)cc2)c1=O	i	-0.7	0%	15%	6%	3	0%	-13%	1%
COc1cc(/C=N/N=C(\N)c2nonc2N)ccc1O	i	-1.0	26%	57%[activator]	-12%	3	12%	-21%	-6%
O=C(Cn1cccc1)N1CCN(C(c2ccccc2)c2ccccc2)CC1	i	-0.3	-10%	?	-13%	.	8%	10%	-20%
Cc1ccccc1C(=O)Nc1ccnn1C1CCN(CCCc2ccccc2)CC1	-15%	-3.8	4%	?	2%	19	-2%	-25%	-1%
Cc1onc(-c2ccccc2Cl)c1C(=O)N1CCN(c2ccc(F)cc2)CC1	-4%	-0.1	13%	-20%	0%	-2	-1%	5%	6%
Cc1cc(C)n(C(=O)CNC(=O)c2ccc(Cl)cc2Cl)n1	i	-2.2	7%	6%	-7%	-7	9%	17%	-10%
CC1Oc2ccccc2N(CC(=O)NCCCN2CCOCC2)C1=O (stereo not given)	i	1.0	9%	4%	-16%	-7	6%	-5%	11%
COc1ccc(NS(=O)(=O)c2ccc3nc(COc4cccc5ccccc45)[nH]c3c2)cc1	-21%	-4.6	-1%	?	?	-16	-1%	?	7%
CC(=O)Nc1ccc(NC(=O)c2cccc(S(=O)(=O)N(C)C3CCCCC3)c2)cc1	-35%[inhibitor]	5.2	12%	12%	1%	3	-15%	-9%	-24%
Cc1cc(C(=O)CSc2nc(N)cc(N)n2)c(C)n1CCc1ccc(F)cc1	-26%[57.5 µM]	0.1	2%	5.6µM*	-7%	-1	8%	-25%	1%
CCCn1c(SCC(=O)Nc2ccccc2Cl)nc(O)cc1=O	7%	-3.2	-27%	-7%	-10%	-1	4%	-18%	-18%
S=C(c1cn(Cc2ccccc2)c2ccccc12)N1CCOCC1	i	0.9	5%	?	-9%	2	8%	-1%	-3%
CCC(c1nnnn1-c1ccc2c(c1)OCCO2)N1CCN(c2ccc(C(F)(F)F)cc2[N+](=O)[O-])CC1 (stereo not given)	-26%	-0.3	-6%	-10%	-7%	6	4%	-3%	-3%
CN(CCCC1CCCC1)C(=O)c1cc(COc2ccc(F)cc2F)on1	i	-1.7	4%	?	3%	33	-8%	-4%	-22%
CC1(C)SC2c3ccccc3C(=O)N2[C@@H]1C(=O)NC1CCCC1 (stereo not given in full)	-4%	-1.3	6%	6%	-17%	0	-8%	-16%	-14%
CCOc1ccc(NC(=O)CN(C)C(=O)c2cc3c(s2)CCC(C)C3)cc1OCC (stereo not given)	-43%[inhibitor]	-0.6	7%	?	1%	-12	-22%	1%	-27%
C=CCOc1ccccc1NC(=O)CN1C(=O)CNC1=O	-8%	0.3	0%	-2%	-7%	0	2%	3%	13%
CCOc1ccc(NC(=O)C2CCCN(c3nc(C)cc(C)n3)C2)cc1 (stereo not given)	i	0.6	2%	3%	3%	-2	2%	-3%	6%
Cn1cnc2c1c(=O)n(Cc1c(Cl)cccc1Cl)c(=O)n2C	-4%[57.5 µM]	-4.6	1%	-2%	0%	0	3%	7%	1%
CCN(CC)S(=O)(=O)c1cccc(NC(=O)c2cncc(Br)c2)c1	-24%	1.0	-3%	?	4%	-5	-1%	1%	-8%
Cc1cc(C(=O)N/N=C/c2cc(Br)cc(Br)c2OC(=O)c2cccc(F)c2)n[nH]1	-6%	-1.1	-1%	?	-13%	-1	5%	1%	-16%
CCCn1nnnc1NCc1c(F)cccc1Cl	i	0.8	-3%	-1%	8.4µM*	-15	-7%	0%	17%
COc1ccc(-c2noc(CN(C)C(=O)c3ccoc3C)n2)cc1OC	-20%	0.3	19%	29%	-21%	-1	2%	-2%	0%
CCOC(=O)C1(Cc2ccc(OC)cc2)CCN(C(=O)C2CCCO2)CC1 (stereo not given)	i	-1.8	9%	8%	-7%	-1	-2%	7%	-19%
CC(C)(C)C(=O)N1CCN(c2ccc([N+](=O)[O-])cc2-n2cccc2)CC1	-3%	-0.5	16%	-10%	-10%	5	7%	-11%	5%
COc1ccc(S(=O)(=O)N(Cc2ccco2)Cc2cc3ccccc3[nH]c2=O)cc1	-20%	-4.4	-1%	?	-10%	-3	-12%	-18%	-6%
O=C(Nc1ccc(F)cc1)c1ccc(CSc2ccc(Cl)cc2)o1	-28%	-4.4	16%	?	-22%	4	9%	0%	-4%
CC(=O)N(c1ccc(C(C)C)cc1)C1C=CS(=O)(=O)C1 (stereo not given)	-5%[57.5 µM]	-0.6	0%	2%	0%	-1	2%	-3%	0%
Cc1cc2n(n1)C(c1cn(-c3ccccc3)nc1C)Nc1ccccc1-2 (stereo not given)	i	-1.4	3%	44%[activator]	-8%	0	12%	2%	1%
FC(F)(F)c1cnc(-c2cnc(-c3ccncc3)nc2)c(Cl)c1	-14%	-4.2	6%	5%	-5%	12	9%	11%	-10%
COc1ccc(/C=N/Nc2ncnc3sc(C)c(C)c23)cc1	i	-2.3	30%	8.9µM*	-2%	-6	11%	?	?
Cc1cc(N(C)C)nc(Nc2ccccc2)n1	-2%	-0.3	-4%	?	-13%	-3	6%	-8%	?
Cn1nc(C(C)(C)C)c([N+](=O)[O-])c1C(=O)Nc1ccccc1	-26%	-1.5	5%	-25%	1%	8	0%	-1%	-14%
O=C(CSc1nnc(CNC(=O)c2cccs2)o1)Nc1ccccc1	i	3.4	6%	6%	-8%	2	13%	-7%	3%
CC(C)c1ccc(NC2CCCN(C(=O)CCN3CCCCC3=O)C2)cc1 (stereo not given)	i	-3.3	2%	-22%	-3%	0	2%	-8%	-2%
CC1Oc2ccccc2N(CC(=O)c2ccccc2)C1=O (stereo not given)	-9%[57.5 µM]	-0.1	-1%	0%	-6%	.	8%	1%	5%
Cc1nc2c(-c3ccccc3)c(C)nn2c(C)c1CC(=O)O	i	1.3	6%	3%	?	10	2%	13%	-12%

Record cards (already shown). Order of values: PTHR1 agonist, IL2 activator, GLP-1R agonist, GLP1R inv ag, PLK1 PBD inh, PI5P4Ka inh, EPAC1 agonist, HEK293 tox, EPAC1 antag
CC(=O)N(c1ccc(C(C)C)cc1)C1C=CS(=O)(=O)C1 (stereo not given) is entered as -5%[57.5 µM], -0.6, 0%, 2%, 0%, -1, 2%, -3%, 0%
CC(C)(C)C(=O)N1CCN(c2ccc([N+](=O)[O-])cc2-n2cccc2)CC1 is entered as -3%, -0.5, 16%, -10%, -10%, 5, 7%, -11%, 5%
Cn1nc(C(C)(C)C)c([N+](=O)[O-])c1C(=O)Nc1ccccc1 is entered as -26%, -1.5, 5%, -25%, 1%, 8, 0%, -1%, -14%

(cont.)
SMILES	PTHR1 agonist	IL2 activator	GLP-1R agonist	GLP1R inv ag	PLK1 PBD inh	PI5P4Ka inh	EPAC1 agonist	HEK293 tox	EPAC1 antag
O=[N+]([O-])c1ccc(OCCOCCOc2ccc([N+](=O)[O-])cc2)cc1	i	-0.4	-3%	8%	-11%	1	8%	5%	-5%
Cc1ccccc1NC1(C#N)C(=O)Nc2ccccc21 (stereo not given)	0%	-0.7	-3%	10%	-3%	-3	5%	21%	-6%
O=C(COc1ccc([N+](=O)[O-])cc1)NC(=O)NC1CCS(=O)(=O)C1 (stereo not given)	i	-0.3	-13%	7%	2%	4	-4%	19%	5%
CCOc1cc(/C=C2\C(=O)NN(c3ccccc3)C2=O)cc([N+](=O)[O-])c1O	-30%[inhibitor]	-2.2	-2%	?	17µM*	-57*	3%	?	?
CCN(CC)S(=O)(=O)c1ccc(C(=O)Nn2cnnc2)cc1	i	-1.4	0%	13%	1%	3	-6%	3%	-3%
C/C(=N\NC(=S)Nc1cc(S(=O)(=O)N2CCOCC2)ccc1Cl)c1ccccc1F	-26%	-0.1	3%	?	-16%	3	4%	5%	?
CCOC(=O)C1(Cc2cccc(OC)c2)CCCN(S(=O)(=O)c2cccnc2)C1 (stereo not given)	-49%[inhibitor]	-0.1	-6%	15%	-12%	4	9%	8%	10%
FC(F)(F)c1cc(Cl)c2nnc(C(F)(F)Cl)n2c1	i	1.4	-5%	14%	-11%	2	-10%	8%	0%
Cc1cccc(CCNC(=O)C2CCCN(c3ncnc4c3nc3n4CCCCC3)C2)c1 (stereo not given)	-17%	-3.5	-2%	?	-7%	-3	-1%	-6%	-16%
Cc1nn(-c2ccccc2)c(Cl)c1/C=C/C(=O)c1ccc(O)cc1	-27%	0.0	-11%	?	-17%	?	1%	-14%	12%
COc1ccc(Cl)cc1NS(=O)(=O)c1cccc(C(=O)NCC2(N(C)C)CCCCC2)c1	i	-0.6	-9%	?	0%	-2	3%	6%	-17%
